TNAP act mid DEA: activates human TNAP at intermediate phosphate acceptor concentration; P05186; purified TNAP, CDP-star luminescence, 100 mM DEA, 30 min; hits give high values; scale: 0 levamisole-inhibited, 1 vehicle-only enzyme; activation factor at 20 µM; 64,000 tested, under 10 active; AID 813;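 active = activation factor of at least 2 at 20 µM, relative to controls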
Fluor 339 460: intrinsic fluorescence of library compounds, ex339/em460 – biochemical, MLSMR library, data from DPM-DC assay, artefact control, profiling panel | compound autofluorescence, ex339/em460 nm, NADH buffer; hits give high values; 1 = no-compound wells, NADH background | fluorescence fold increase at 10 µM | hit rate 5.5% among 65,000;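 active = at 10 µM, mean starting fluorescence two-fold or more over control wells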;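 note: signal is the first read of a kinetic run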
SF1 activator: SF-1 (human) activation. Q13285. activation, % at 10 µM. hit rate 1.9% among 65,000. CHO-K1 Gal4-SF-1 LBD luciferase reporter; % increase over DMSO SF-1-specific signal;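 active = activation above the mean activation of all tested compounds plus 3 SD, cut at about 50% in these data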
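Material: Gal4–SF-1 LBD one-hybrid luciferase reporter in CHO-K1 cells | Amount: 4,000 cells per well | Compound dosing: 10 µM single point, 1% DMSO | Schedule: 20 h compound treatment, 37 °C | Measured by: SteadyLite luciferase luminescence | Evaluation: Percent activation versus DMSO | Control set: DMSO-treated SF-1-transfected cells as negative, DMSO-treated mock-transfected cells lacking SF-1 as background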
5HT1a ag: activates the human 5-HT1a serotonin receptor. P08908. CHO 5-HT1a Ga15 NFAT-bla reporter, FRET ratio; 0% basal, 100% maximal reference agonist. activation, % at 10 µM. hit rate 0.56% among 65,000. AID 567;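 active = activation above the screen-wide mean activation plus 3 SD, cut at about 19% in these data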;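 note: 0% = DMSO wells and 100% = 5-CT at EC100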
Target sequence (P08908 whole entry, looked up): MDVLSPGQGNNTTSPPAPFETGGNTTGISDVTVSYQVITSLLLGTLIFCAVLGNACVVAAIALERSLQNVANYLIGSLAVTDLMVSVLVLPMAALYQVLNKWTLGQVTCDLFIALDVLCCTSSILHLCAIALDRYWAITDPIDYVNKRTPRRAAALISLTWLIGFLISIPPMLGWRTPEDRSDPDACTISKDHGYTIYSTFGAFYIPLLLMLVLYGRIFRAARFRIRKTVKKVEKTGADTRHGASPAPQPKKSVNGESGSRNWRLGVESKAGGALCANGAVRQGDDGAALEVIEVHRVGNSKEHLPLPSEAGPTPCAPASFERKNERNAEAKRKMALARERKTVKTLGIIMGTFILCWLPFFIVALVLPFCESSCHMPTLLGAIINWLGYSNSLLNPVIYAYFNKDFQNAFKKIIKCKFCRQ
5HT1a antag: 5-HT1a (human) receptor antagonism; hit rate 0.68% among 62,000; AID 612; P08908; inhibition, % at 10 µM; CHO 5-HT1a Ga15 NFAT-bla reporter, antagonist mode;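 active = inhibition above the mean of all tested compounds plus 3 SD, cut at about 43% in these data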;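 note: receptor stimulated by 5-CT agonist at 100 nM near EC80; beta-lactamase reporter measured by ratiometric fluorescence of a cleavable substrate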
Abs 340nm: compounds absorbing at 340 nm; compound absorbance at 340 nm, fold over control; fold change at 10 µM; 65,000 tested, under 10 active; AID 708;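 active = at 10 µM dose, initial 340 nm absorbance at least 2 fold that of control wells; inactive = change under 2 fold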;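 note: initial absorbance extrapolated from kinetic A340 decline of NADH oxidation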
MMP13 inh: blocks human MMP13 activity; inhibition, % at 4 µM; MMP-13 fTHP FRET cleavage, Mca fluorescence; AID 570; hit rate 0.07% among 65,000; P45452;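 active = inhibition above the mean of compound-free control plate wells plus 3 SD, cut at about 14% in these data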;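 note: 0% = DMSO wells and 100% = wells with reference MMP-13 inhibitor after basal subtraction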
NADH coupling: inhibitors of enzymes used to reach an NAD/NADH endpoint; coupled PK/LDH NADH assays, four targets; IC50, µM (highest dose often 10 µM), inactives show top-dose inhibition; hit rate 0.02% among 65,000;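 active = single-dose screening hits from any of four coupled enzyme assays that gave an IC50 when retested across doses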;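 note: the DPM-DC format reads NADH fluorescence rather than 340 nm absorbance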
RORA act: activators of human nuclear receptor RORA; P35398; AID 560; activation, % at 10 µM; CHO-K1 Gal4-RORA LBD luciferase reporter, luminescence; percent increase over mock-subtracted basal signal; hit rate 1.5% among 65,000;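 active = activation above the mean of all tested compounds plus 3 SD, cut at about 49% in these data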;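 note: 0% = DMSO-treated RORA cells and 100% = added signal equal to DMSO minus mock-transfected cells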
Target sequence (P35398 whole entry, looked up, the tested form may be a part): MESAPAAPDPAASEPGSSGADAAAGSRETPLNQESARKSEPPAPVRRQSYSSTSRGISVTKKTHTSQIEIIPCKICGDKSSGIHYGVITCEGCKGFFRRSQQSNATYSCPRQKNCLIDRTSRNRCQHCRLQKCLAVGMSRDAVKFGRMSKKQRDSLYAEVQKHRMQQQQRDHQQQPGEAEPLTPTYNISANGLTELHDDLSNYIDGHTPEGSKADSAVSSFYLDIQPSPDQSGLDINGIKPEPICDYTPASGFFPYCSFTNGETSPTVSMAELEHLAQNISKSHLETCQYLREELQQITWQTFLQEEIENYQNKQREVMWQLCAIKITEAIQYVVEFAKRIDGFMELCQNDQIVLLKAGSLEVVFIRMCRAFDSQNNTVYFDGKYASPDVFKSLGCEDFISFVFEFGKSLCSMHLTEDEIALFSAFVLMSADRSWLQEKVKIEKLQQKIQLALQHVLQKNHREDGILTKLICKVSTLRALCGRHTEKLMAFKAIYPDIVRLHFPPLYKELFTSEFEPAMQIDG
Numbers without * were called inactive; · = no result given; [ ] = dose if it differs, or a comment.

SMILES | TNAP act mid DEA | Fluor 339 460 | SF1 activator | 5HT1a ag | 5HT1a antag | Abs 340nm | MMP13 inh | NADH coupling | RORA act
O=C(O)CSCc1cnn(-c2ccccc2)c1-n1cccc1 | 0.9 | 1.1 | -2 | -3.7 | -3 | 1 | -3 | 1% | 8
CCOC(=O)N1CCC(C(=O)Nc2ccc(OCC)cc2)CC1 | 1 | 1.1 | 17 | -1.3 | 4 | 1 | 2 | 1% | -15
OCCNCC(O)Cn1ccc2ccccc21 (configuration not stated) | 0.9 | 1.1 | -13 | -3.1 | 0 | 0.99 | 3 | 1% | -18
Cc1cccc(OCC(O)Cn2c(NCc3cccnc3)nc3c2c(=O)[nH]c(=O)n3C)c1 (configuration not stated) | 1 | 1 | -14 | -0.3 | -13 | 0.98 | 1 | 7% | 28
CC(=O)c1c(N2CCN(Cc3ccccc3)CC2)[nH]c(-c2ccccc2)nc1=S | 1 | 1.1 | -7 | -2.6 | 12 | 1.1 | 1 | 2% | 28
CCN1CCN(c2nc(-c3cccnc3)nc3ccccc23)CC1 | 1 | 1.1 | -3 | 3.7 | -3 | 1.1 | 2 | 1% | -23
CCOC(=O)N1CCN(S(=O)(=O)c2ccc(C(=O)Nc3ccc(F)cc3F)cc2)CC1 | 0.9 | 0.96 | 30 | -4.7 | 7 | 0.98 | 2 | 10% | 23
COc1cc(NC(=O)CSc2nccc(C)n2)c(C(=O)O)cc1OC | 1.1 | 1.1 | 2 | -1.8 | 2 | 1 | -10 | 5% | -8
CCCCn1ccc(=O)c2c(C(F)(F)F)nccc21 | 0.9 | 1.1 | · | · | · | 1.1 | · | 4% | ·
Cc1ccc2[nH]c(=O)c(CN(CC3CCCO3)S(=O)(=O)c3c(C)ccc4nsnc34)cc2c1 (configuration not stated) | 0.9 | 1 | 26 | 0.2 | -5 | 1.1 | -1 | 6% | 12
O=C(O)CCCCCCC1C(=O)NC(=O)N1CCC(O)C1CCCCC1 (configuration not stated) | 0.8 | 1 | 10 | -0.6 | · | 0.99 | 0 | 4% | -11
COc1ccc(OC)c(C2CC(=O)N3CN(c4cccc(Cl)c4C)CSC3=C2C#N)c1 (configuration not stated) | 0.9 | 1.1 | -4 | 4.2 | 19 | 1.1 | 7 | 1% | 8
COc1ccc(C)cc1NC(=O)C1CCCN(S(=O)(=O)c2c(C)noc2/C=C/N(C)C)C1 (configuration not stated) | 0.9 | 1 | -6 | -1.1 | 1 | 1.3 | 0 | 8% | 7
Cc1ccc(-n2c(SCC(=O)NCc3cccs3)nnc2-c2ccoc2C)cc1 | 0.9 | 1 | -4 | 0.5 | -3 | 0.99 | 2 | 6% | -10
COc1ccc(C(C)N2CC34C=CC(O3)C(C(=O)OCC(C)C)C4C2=O)cc1 (configuration not stated) | 0.9 | 1 | -9 | 3.7 | -13 | 0.99 | 3 | 2% | -1
COc1cc(CNc2ccc3c(c2)CCC3)cc(OC)c1O | 0.9 | 1.1 | -7 | -4.1 | 20 | 1.1 | 2 | 15% | -1
COC(=O)Nc1c(-c2ccccc2)nc2ccc(C)cn12 | 0.9 | 3.8* | -3 | -2.9 | 6 | 1.1 | -99[fluorescence artefact?] | 9%[fluoresces] | 2
CCOc1ccccc1C(=O)Nc1nccs1 | 1 | 1 | -6 | -0.4 | -17 | 0.98 | 1 | 8% | 8
CCN1/C(=C(\O)c2ccccc2)C(=O)c2ccccc2S1(=O)=O | 0.9 | 1.1 | -20 | 0.5 | 0 | 1.1 | -4 | 7% | -11
COc1ccc(N(Cc2ccco2)C(=O)c2ccccc2F)cc1OC | 0.8 | 1.1 | -5 | -2.3 | 19 | 0.99 | 0 | 5% | 5
CCN1CCC(NC(=O)c2cc(OC)c(OC)cc2OC)CC1 | 1 | 1.2 | 3 | -0.6 | 2 | 1.1 | 6 | 1% | -11
Cn1c(=O)c2c(nc(N3CCOCC3)n2Cc2c(F)cccc2Cl)n(C)c1=O | 1 | 1.2 | -8 | -0.3 | 4 | 1 | -1 | 6% | -14
CCSC1=N/C(=C\c2ccc(C(=O)O)cc2)C(=O)S1 | 0.9 | 1.1 | 2 | -2.8 | -7 | 1.1 | -10 | 11% | 2
COc1cccc(S(=O)(=O)Nc2ccc(C(=O)N3CCOCC3)cc2)c1 | 1 | 1.1 | 17 | -0.6 | -10 | 1.1 | 5 | 4% | -11
COCCC(=O)N(Cc1ccc2c(c1)OCO2)C(C(=O)NC1CCCCC1)c1ccncc1 (configuration not stated) | 1 | 1.1 | 19 | -0.4 | 6 | 1 | 1 | 2% | 14

(more compounds)
SMILES | TNAP act mid DEA | Fluor 339 460 | SF1 activator | 5HT1a ag | 5HT1a antag | Abs 340nm | MMP13 inh | NADH coupling | RORA act
O=C(CN1CCOc2ccccc21)N1CCC(Cc2ccccc2)CC1 | 1 | 1.1 | 19 | -1.0 | 4 | 1 | 5 | 4% | 20
CC(C)CNC(=O)c1ccccc1NC(=O)CN(c1ccc2c(c1)OCCO2)S(C)(=O)=O | 0.8 | 1.1 | -16 | 3.1 | -6 | 1 | 0 | 2% | -12
CCOC(=O)N1CCC(N(C(=O)Nc2cccc(OC)c2)C(C)CC)CC1 (configuration not stated) | 0.9 | 1.1 | 4 | -5.0 | -2 | 0.97 | -1 | 2% | -7
O=C(NCC1CCNCC1)c1ccncc1 | 1 | 1.1 | 13 | -4.2 | -13 | 1 | -1 | 2% | -2
COc1ccc(C)cc1-n1nnnc1SCc1cc(=O)n2cc(C)ccc2n1 | 0.9 | 2.1* | -22 | -1.3 | 7 | 1.1 | -6 | 11% | -38
Cc1cc2c(c(=O)o1)C(CC(C)C)C(C#N)=C(N)O2 (configuration not stated) | 0.9 | 1.1 | 1 | -2.0 | · | 1.1 | -4 | 1% | -9
CCOc1ccc(N(CC(=O)NC2CCCC(C)C2C)S(=O)(=O)c2c(C)noc2C)cc1 (configuration not stated) | 0.8 | 1 | 1 | 1.6 | 12 | 0.99 | -3 | 6% | 4
Cc1ccc(C2CC(=O)N3CN(c4ccc(Br)cc4)CSC3=C2C#N)o1 (configuration not stated) | 0.8 | 1 | 39 | -3.5 | 1 | 1.1 | 5 | 5% | 1
CCSc1nc2cc(OC)c(OC)cc2c(=O)n1CC | 0.9 | 1 | 12 | -4.2 | 2 | 1.1 | -5 | 2% | -9
COc1ccccc1C(=O)N1CCN(S(=O)(=O)Cc2ccccc2)CC1 | 1 | 1.1 | -6 | -0.8 | 9 | 1 | 3 | 3% | 16
Cc1[nH]c(=O)[nH]c1CN1CCCCC1 | 0.8 | 1 | 10 | 2.5 | -14 | 1 | -2 | 6% | -18
COCCNC(=O)Cc1cn(C)c2ccccc12 | 0.9 | 1.1 | -2 | -2.9 | 14 | 1.1 | 3 | 2% | 2
COc1cc(C2C3C(=O)N(Cc4ccccc4)C(=O)C3ON2c2ccccc2)cc(OC)c1OC (configuration not stated) | 1 | 1.1 | 16 | -0.9 | 10 | 1 | 5 | 5% | -21
COc1ccc(CNC(=O)C2COc3ccccc3O2)cc1 (configuration not stated) | 0.9 | 1.1 | 26 | -1.0 | -4 | 1 | -1 | 5% | 1
COC(=O)c1ccc(S(=O)(=O)NCc2cccc(OC)c2)n1C | 0.9 | 1.1 | 0 | -3.7 | -10 | 1 | 4 | 5% | -31
Cc1cc(N2CCN(c3nc4ccccc4s3)CC2)n2ncnc2n1 | 1 | 1.1 | -55 | 3.4 | -7 | 1 | 0 | 6% | -75
COC(=O)c1cc(N2C(=O)C3C(C2=O)C2(C)C=CC3(C)O2)ccc1Cl (configuration not stated) | 1 | 1.1 | -3 | 0.9 | -2 | 1 | 0 | 9% | 10
CCC(NC(=O)c1ccccc1NC(=O)c1ccco1)C(=O)O (configuration not stated) | 0.9 | 1.1 | 0 | -2.1 | -2 | 1.1 | 0 | 1% | 4
CCN1CCN(C(=O)Nc2cccc(C(F)(F)F)c2)CC1 | 0.9 | 1.1 | 9 | -5.4 | 6 | 1 | 2 | 7% | 10
Cc1cccc(C)c1OCc1nnc2c3cnn(C)c3ncn12 | 0.3 | 1 | -8 | 1.6 | -3 | 1 | 1 | 2% | -16
COc1ccc(-c2nnc3ccc(SCC(=O)N4CCCC4)nn23)cc1 | 0.9 | 1.1 | -5 | 0.4 | -11 | 1.1 | 1 | 1% | -24
CN1CCN(Cc2c(O)ccc3occ(C(=O)c4ccccc4)c23)CC1 | 0.9 | 1.1 | 0 | -1.2 | 4 | 1 | -10 | 0% | -14
CC(NC(=O)C1CCC(=O)N1Cc1ccc(F)cc1)c1ccc2c(c1)OCCO2 (configuration not stated) | 0.9 | 1.1 | 9 | -1.5 | -3 | 1 | 0 | 4% | -13
Cc1nc(CCNC(=O)COc2ccccc2)cs1 | 0.9 | 1.1 | -12 | -3.2 | 12 | 1 | -1 | 4% | -26
Cc1cccc(NC(=O)C2CCN(c3nccc(C)n3)CC2)c1 | 0.9 | 1.5 | 10 | -0.3 | -2 | 1.1 | -11 | 6% | 5
COc1ccc(C(=O)Nc2c3c(nn2-c2cccc(Cl)c2)CS(=O)C3)cc1 (configuration not stated) | 1 | 1.1 | 7 | 0.5 | 5 | 0.97 | -2 | 7% | 16
COc1ccc(OC)c(NC(=O)Cn2c(-c3ccc(Cl)cc3)noc2=O)c1 | 0.8 | 1.1 | -13 | -2.8 | 16 | 0.98 | 6 | 3% | 14
O=C(CSc1nnc(-c2cccs2)n1-c1ccccc1)NCc1ccco1 | 0.9 | 1 | 16 | 0.0 | 12 | 0.99 | 4 | 9% | 11
Cc1ccnc(-n2sc3ccccc3c2=O)n1 | 1 | 1.3 | -12 | -3.9 | 35 | 1.1 | -2 | 9% | -10
CN(C(=O)COC(=O)COc1ccccc1F)C1CCS(=O)(=O)C1 (configuration not stated) | 0.9 | 1.1 | 11 | -5.6 | -7 | 0.98 | -9 | 6% | -22

Profiles as entered above. Order of screens: TNAP act mid DEA	Fluor 339 460	SF1 activator	5HT1a ag	5HT1a antag	Abs 340nm	MMP13 inh	NADH coupling	RORA act
Cc1cccc(NC(=O)C2CCN(c3nccc(C)n3)CC2)c1 in the list: 0.9	1.5	10	-0.3	-2	1.1	-11	6%	5
COCCNC(=O)Cc1cn(C)c2ccccc12 in the list: 0.9	1.1	-2	-2.9	14	1.1	3	2%	2
CC(NC(=O)C1CCC(=O)N1Cc1ccc(F)cc1)c1ccc2c(c1)OCCO2 (configuration not stated) in the list: 0.9	1.1	9	-1.5	-3	1	0	4%	-13
Cc1cccc(C)c1OCc1nnc2c3cnn(C)c3ncn12 in the list: 0.3	1	-8	1.6	-3	1	1	2%	-16
COc1ccc(N(Cc2ccco2)C(=O)c2ccccc2F)cc1OC in the list: 0.8	1.1	-5	-2.3	19	0.99	0	5%	5

In another format: results already given.
mol	TNAP act mid DEA	Fluor 339 460	SF1 activator	5HT1a ag	5HT1a antag	Abs 340nm	MMP13 inh	NADH coupling	RORA act
CCOc1ccc(N(CC(=O)NC2CCCC(C)C2C)S(=O)(=O)c2c(C)noc2C)cc1 (configuration not stated)	0.8	1	1	1.6	12	0.99	-3	6%	4
Cc1cccc(C)c1OCc1nnc2c3cnn(C)c3ncn12	0.3	1	-8	1.6	-3	1	1	2%	-16
CC(NC(=O)C1CCC(=O)N1Cc1ccc(F)cc1)c1ccc2c(c1)OCCO2 (configuration not stated)	0.9	1.1	9	-1.5	-3	1	0	4%	-13
